# Screening results as filed in PubChem BioAssay.
# EWS-Fli block: blocks EWS/Fli oncoprotein-driven transcription. AID 651661. actives 0.67% (n = 350,000). inhibition, % at 12.6 µM. A673 NR0B1-luciferase reporter, viability-normalised;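 active = mean inhibition of at least 50% after viability correction, with every replicate also passing that limit; inconclusive = mean reaches 50% but only one of two replicates passes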;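 note: firefly luciferase signal divided by Alamar Blue viability fluorescence both relative to DMSO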
# CASP6 VEID inh: inhibitors of human caspase-6 | purified caspase-6, Z-VEID-R110 cleavage fluorescence | inhibition, % at 12.5 µM | actives 0.53% (n = 350,000) | AID 686996;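 active = mean inhibition across replicates at least about 35%, with every replicate also reaching that limit, limit read from the data; inconclusive = only one of the two criteria met; inactive = neither criterion met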;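 note: 0% = median of neutral control wells and 100% = no fluorescence left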
# Target sequence (P55212 24-179 limits assumed): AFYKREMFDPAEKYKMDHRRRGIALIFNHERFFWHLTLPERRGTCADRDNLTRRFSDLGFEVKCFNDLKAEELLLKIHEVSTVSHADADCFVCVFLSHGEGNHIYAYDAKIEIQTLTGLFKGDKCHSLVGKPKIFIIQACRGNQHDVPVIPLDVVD
# Target sequence (P55212 194-293 limits assumed): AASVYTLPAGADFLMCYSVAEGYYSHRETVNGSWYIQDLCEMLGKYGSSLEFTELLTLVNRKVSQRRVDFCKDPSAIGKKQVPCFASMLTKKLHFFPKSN
# LGR2 inh: blocks bursicon-induced cAMP signaling via Drosophila LGR2 | HEK293 LGR2, CRE-luciferase, bursicon-stimulated, 4 h | inhibition, % at 9.99 µM | actives 0.35% (n = 380,000);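 active = drop in luminescence signal, shown as inhibition above about 50% in the replicate tests, limit read from the data, passing the limit was not always enough; inconclusive = probably only some replicates passing the limit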;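 note: agonist challenge used bursicon conditioned medium at about half maximal strength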
# DENV2 CPE rescue: inhibitors of DENV2 cytopathic effect. AID 651640. DENV2-infected cells, cytopathic effect rescue, plate reader. CPE inhibition, % at 9.99 µM. actives 1.7% (n = 350,000); in the data active = CPE inhibition above about 20%, passing the limit was not always enough; inconclusive = no clear call, values can overlap the other calls; tested in BHK-21 cells;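 note: 0% = median of neutral control wells and 100% = median of positive control wells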
# PAX8 inh HTS: lowers PAX8-driven luciferase in RMG-I cells. RMG-I TPO-luciferase reporter, SteadyGlo, 24 h. inhibition, % at 12.6 µM. actives 1.2% (n = 360,000). AID 652154;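 active = mean replicate inhibition at least 60% with every replicate also reaching 60%; inconclusive = only one of the two criteria is met; inactive = mean below 60% and not all replicates reaching 60%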;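 note: luciferase light reporting Pax8 driven TPO promoter activity; plate controls were median of neutral control wells for no effect and mitoxantrone controls for full effect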
# SIRT5 inh: sirtuin-5 (human) deacylase inhibition. actives 1.1% (n = 330,000). inhibition, % at 15 µM. Q9NXA8. AID 652115. Purified SirT5, succinyl-peptide AMC, trypsin-coupled fluorescence; in the data active = inhibition above about 15%; inconclusive = no clear call, values can overlap the other calls
# Target sequence (Q9NXA8 whole entry, looked up): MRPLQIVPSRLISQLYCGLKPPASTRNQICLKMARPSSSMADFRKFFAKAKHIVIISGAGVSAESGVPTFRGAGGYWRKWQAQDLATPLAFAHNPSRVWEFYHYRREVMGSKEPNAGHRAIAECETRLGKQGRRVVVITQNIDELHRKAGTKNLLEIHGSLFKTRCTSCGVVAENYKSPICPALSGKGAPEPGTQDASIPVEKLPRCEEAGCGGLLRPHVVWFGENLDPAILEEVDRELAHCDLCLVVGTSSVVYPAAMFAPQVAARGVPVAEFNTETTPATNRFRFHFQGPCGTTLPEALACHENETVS
# ARNT-TACC3 inh: ARNT/TACC3 interaction disruption; Q9Y6A5; AlphaScreen His-ARNT PAS-B/GST-TACC3 binding, luminescence; TACC3 fragment carries E629A point mutation; inhibition, % at 9.99 µM; actives 0.66% (n = 390,000);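 active = mean inhibition of replicates at least 50% and at least half of replicates each reaching 50%; inconclusive = half or more replicates reach 50% but mean below 50%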;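 note: 0% = complete ARNT plus TACC3 wells and 100% = ARNT alone without TACC3; many hits fall short of the cut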
# Starred values were filed as active, the others as inactive; ? = inconclusive; nt = no result given; & = joins results of further samples.
SMILES,EWS-Fli block,CASP6 VEID inh,LGR2 inh,DENV2 CPE rescue,PAX8 inh HTS,SIRT5 inh,ARNT-TACC3 inh
Cc1c(C)n(C)c2ccc(C(=O)NCCCN3CCCCC3)cc12,nt,-64,-2,1,6,-1,15
COc1ccc(CNCCS(=O)(=O)NC2CCCCC2)cc1,-8,-1,1,4,10,-3,-1
Cc1ccc(-c2ccc3c(c2)O[C@@H](CN(C)C(=O)C2CCC2)[C@H](C)CN([C@H](C)CO)S3(=O)=O)cc1,14,-1,17,7,nt,7,3
Cc1ccc(S(=O)(=O)Nc2ccc3c(c2)C(=O)N([C@H](C)CO)C[C@H](C)[C@@H](CN(C)CC2CC2)O3)cc1,0,-4,-16,17,8,-4,-4
CCCNC(=O)Nc1ccc2c(c1)C(=O)N(C)C[C@H](OC)[C@@H](C)CN(C(=O)C1CC1)[C@@H](C)CO2,-13,2,-2,6,9,-6,-6
CCOC(=O)CSc1nc(C)cc(C)c1C(N)=O,-24,3,8,-1,14,-5,-3
CS(=O)(=O)Nc1cccc(NC(=O)C2Cc3c(-c4ccccc4)ccnc3O2)c1 (stereo not given),48,1,10,13,?,0,nt
CC(=O)c1ccc(NC(=O)COC(=O)CC2CC3CCC2C3)cc1 (stereo not given),4,-1,-4,14,-18,3,2
C[C@H](CO)N1C[C@H](C)[C@H](CN(C)S(=O)(=O)c2cccs2)OCCCC[C@H](C)Oc2ccc(NC(=O)NC3CCCCC3)cc2C1=O,14,nt,13,12,104*,nt,9
C[C@@H]1CN([C@@H](C)CO)C(=O)c2cc(NC(=O)Nc3ccc(C(F)(F)F)cc3)ccc2O[C@H]1CN(C)Cc1ccccc1,-1,0,3,5,-6,7,-4
CC(C)(C)OC(=O)N1O[C@H]2C=C[C@@H]1C2,-14,-2,0,10,-26,nt,nt
CC(C)N(CC#CC(O)(c1ccccc1)c1ccccc1)CCO,nt,nt,2,nt,-13,nt,-2
O=C(O)c1cccc(Nc2c3ccccc3nc3ccccc23)c1,-29,2,-4,1,-3,1,6
COCCOC(=O)c1c(NC(=O)CSc2cccc[n+]2[O-])sc(C(N)=O)c1C,-4,-2,10,18,-4,-5,nt
C[C@H]1CN([C@@H](C)CO)C(=O)c2cc(Br)cnc2O[C@H]1CN(C)C(=O)C1CCOCC1,-9,-2,-2,24*,nt,-1,-1

# 2 entries picked at random from those above:
SMILES,EWS-Fli block,CASP6 VEID inh,LGR2 inh,DENV2 CPE rescue,PAX8 inh HTS,SIRT5 inh,ARNT-TACC3 inh
C[C@H](CO)N1C[C@H](C)[C@H](CN(C)S(=O)(=O)c2cccs2)OCCCC[C@H](C)Oc2ccc(NC(=O)NC3CCCCC3)cc2C1=O,14,nt,13,12,104*,nt,9
CC(C)(C)OC(=O)N1O[C@H]2C=C[C@@H]1C2,-14,-2,0,10,-26,nt,nt

# (continued)
SMILES,EWS-Fli block,CASP6 VEID inh,LGR2 inh,DENV2 CPE rescue,PAX8 inh HTS,SIRT5 inh,ARNT-TACC3 inh
O=C(CC(c1ccccc1)c1ccccc1)NCCOCc1ccccc1,-2,1,-7,7,-8,-5,-6
C[C@H](CO)N1C[C@H](C)[C@@H](CN(C)Cc2ccc(Oc3ccccc3)cc2)Oc2c(NC(=O)c3ccncc3)cccc2C1=O,-9&0,-2&3,nt,5&4,4&-14,6&-6,-1&-30
CN(C)C(=O)Cn1c(SCC(=O)N2CCCc3ccccc32)nc2ccccc21,12,3,3,5,nt,-1,-3
COc1ccccc1-c1nc(-c2ccc(C(=O)O)cc2)no1,-33,3,-41,-9,-96,nt,-2
CCOC(=O)C1CCN(c2cc3c(cc2NC(=O)c2ccccc2)n(C)c(=O)n3C)CC1,nt,4,-7,0,6,1,4
C[C@H](CO)N1C[C@H](C)[C@@H](CN(C)C(=O)Nc2ccc3c(c2)OCO3)Oc2c(NS(=O)(=O)c3cccs3)cccc2C1=O,-81,1,nt,4,nt,-7,-7
COc1ccc(S(=O)(=O)N2CCN(C3CCCC(C)C3)CC2)cc1 (stereo not given),-1,0,-9,0,-1,-2,-5
CC(Sc1nnc(-c2cccnc2)n1N)C(=O)N1CCOCC1 (stereo not given),-1,2,-16,-6,-20,0,-3
COc1cccc(CNc2ccccc2O)c1OCc1ccccc1F,3,0,-4,nt,11,-5,nt
O=C(NCCCN1CCOCC1)C(=O)NCCc1ccccc1,-4,1,-18,5,-4,3,-5
CCc1cc2cccc(C)c2nc1SCC(=O)Nc1cc(C)on1,1,-1,16,-2,5,2,1
Cc1ccc(Cl)cc1NC(=O)COC(=O)Cn1cnc2c1c(=O)n(C)c(=O)n2C,1,2,4,3,2,0,-17
CCOc1ccc(S(=O)(=O)c2cn(C)c3cc(OC)c(OC)cc3c2=O)cc1,-8,-1,-5,?,8,10,3
Cc1ccc(-n2ncc3c(NCCCN4CCCC4=O)ncnc32)c(C)c1,3,-1,11,0,-4,-4,nt
c1ccc(CNc2c3c(nc4ncnn24)CCC3)cc1,2,-2,-1,8,-1,0,-4
Cc1cc(C)cc(N(CCC#N)C(=O)CN2C(=O)NC3(CCCC3)C2=O)c1,-6,0,18,-10,-11,1,-5
CCC(C)NC(=O)c1[nH]c(C)c(C(=O)OC)c1C (stereo not given),nt,nt,0,nt,15,nt,-3
Cc1cccc(N2CCN(C(=O)CCn3c(=S)[nH]c4cc5c(cc4c3=O)OCO5)CC2C)c1 (stereo not given),nt,-1,nt,nt,nt,0,-11
O=C1C=C(c2cccc(Br)c2)C[C@@H](c2ccc(Cl)cc2)C1,-4,-3,nt,32*,3,nt,3
CC(OC(=O)COc1ccccc1[N+](=O)[O-])C(=O)Nc1ccc(N2CCOCC2)cc1 (stereo not given),2,1,-14,5,0,nt,-2
CCc1nc(SCc2ccc(OCC(C)C)cc2)n[nH]1,-41,-5,-64,-8,-73,-4,0
COc1cc2c(cc1OC)C(=O)N1[C@H]3c4cc(Cl)ccc4OC[C@@H]3[C@H](c3ccccc3)[C@]1(C)C(=O)N2,56*,1,-2,5,26,nt,-2
O=C(NNS(=O)(=O)c1ccc(Cl)cc1)c1cc(-c2ccccc2)nc2ccccc12,-2,-3,3,-1,33,-2,-3
CC(C)=CCC/C(C)=C/C(N)=O,4,1,8,-6,10,-4,-21
Cc1onc(-c2ccccc2)c1C(=O)N1CCOC12CCN(c1cccc(F)n1)CC2,-1,2,-34,3,17,3,0
CN(CC(=O)Nc1ccc(Cl)cc1F)C1CCS(=O)(=O)C1 (stereo not given),-25,6,15,?,0,0,-2
COc1ccc(NC(=S)NC(NC(C)=O)C(Cl)(Cl)Cl)c([N+](=O)[O-])c1 (stereo not given),0,1,nt,3,-1,-3,nt
CC(=O)Nc1cccc(/C(C)=N/NC(=O)c2cccs2)c1,nt,nt,-29,nt,-8,nt,-16
COc1ccccc1N(CC(=O)Nc1c(C)n(C)n(-c2ccccc2)c1=O)S(=O)(=O)c1ccc(C)cc1,6,1,6,-3,7,2,-11
COc1ccc2c3c([nH]c2c1)[C@H](CO)N(C(C)=O)CC31CCN(C(=O)CN2CCOCC2)CC1,-10,3,?,?,nt,-3,nt
N#Cc1ccc(C(=O)NC2CCCCCCC2)cc1,-123,-1,-63,4,-142,3,8
Cc1ccc(C)c(S(=O)(=O)N2CCCOC2CNC(=O)C(=O)NC2CC2)c1 (stereo not given),nt,-1,-7,0,nt,-3,-8
Cc1cc(NC(=O)CSc2ccc3nnc(-c4cccnc4)n3n2)no1,1,2,13,-9,20,0,5
COc1ccc(CN2CCN(CCCc3ccccc3)CC2)c(OC)c1,15,0,15,-1,1,4,nt
O=C(Cc1ccccc1C(=O)O)Nc1cccc2ccccc12,-1,6,-2,?,16,-4,27
C=CCNc1nc(C(=O)OC(C)C(=O)c2ccc(C)cc2)cs1 (stereo not given),-13,3,-70,-2,-88,1,5
COc1ccc(C2=Nc3ccccc3N(C(=O)c3ccncc3)C2C(=O)NC(C)(C)C)cc1 (stereo not given),-21,2,-39,9,-26,2,nt
COc1ccc(S(=O)(=O)Nc2ccc3c(c2)C(=O)N([C@@H](C)CO)C[C@@H](C)[C@H](CN(C)S(C)(=O)=O)O3)cc1,-2,1,-6,15,nt,-3,nt
C[C@@H]1CCCCO[C@H](CN(C)C(=O)Nc2ccc(F)cc2)[C@@H](C)CN([C@H](C)CO)C(=O)c2cc(NS(=O)(=O)c3cccs3)ccc2O1,-9,-1,9,22*,1,2,-18
Cc1noc(C)c1NC(=O)Nc1ccc2c(c1)C(=O)N([C@H](C)CO)C[C@@H](C)[C@@H](CN(C)S(=O)(=O)c1ccc(Cl)cc1)O2,0,1,2,1,nt,1,-3
O=C(N[C@H]1CC[C@H](CCn2cc(Cc3ccccc3)nn2)O[C@@H]1CO)c1ccccn1,0,1,2,0,9,-2,3
Cc1ccc2c(c1)C1CC(C)(O2)N(c2cccc(C(=O)N3CCN(c4ccccn4)CC3)c2)C(=O)N1 (stereo not given),nt,8,5,-2,8,1,-4
CC1Cc2ccccc2N1C(=O)c1cnc2n(c1=O)CCS2 (stereo not given),-4,0,1,-1,4,3,nt
O=C(COc1ccc(Br)cc1Cl)c1ccc[nH]1,-34,4,-74,6,-97,-4,21
O=C(CNc1n[nH]c(=O)[nH]c1=O)N/N=C/c1cccnc1,2,-3,28,-8,-3,4,-13
Cc1noc(C)c1S(=O)(=O)Nc1ccc2c(c1)C(=O)N([C@H](C)CO)C[C@@H](C)[C@@H](CN(C)C(=O)c1ccccc1)OCCCC[C@H](C)O2,-1,0,-4,0,0,-1,-5
CN1CCN(C2Cc3ccc(F)cc3Sc3cc(F)c(Cl)cc32)CC1 (stereo not given),10,11,9,-2,4,1,8
CN(CCOc1ccc(Cl)cc1)C(=O)C1=CC=CN2CCS(=O)(=O)N=C12,0,-1,-5,0,-6,-1,-2
O=C(NCCS(=O)(=O)N1CCN(c2ccccc2F)CC1)c1cccc(Br)c1,nt,0,8,0,-75,0,-4
COc1ccccc1Nc1nc(N)nc(CSC(=S)N2CCC(C)CC2)n1,-13,2,-7,3,-16,-7,-4
Fc1ccc2nc(Nc3ccccc3)sc2c1,-102,-1,-165,-2,-153,-2,-6
O=C(C[C@H]1C[C@H]2c3cc(NC(=O)CC4CC4)ccc3O[C@H]2[C@H](CO)O1)NCc1ccc(Cl)cc1,8,-1,9,5,-3,-1,3
CN(C)c1ccc(C2Nc3cccc4cccc(c34)N2)cc1,-8,2,-25,-4,-23,3,-7
COc1ccc(C2=NS(=O)(=O)N(C)C(C(=O)Nc3ccc(C)cc3)=C2)cc1,-14,-2,9,-7,1,10,19
COc1cccc(/C=N/Nc2ccc(Cl)nn2)c1OC,-37,-3,-10,-1,-10,-3,-3
COc1cc(N(C(=O)Cc2cccs2)C(C(=O)NC2CCCCC2)c2ccc(C)cc2)ccc1-n1cnnn1 (stereo not given),nt,nt,7,nt,-17,nt,4
O=C(CCc1ccccc1)Nc1cccnc1,-45,2,-5,-6,-47,-3,-1
NC(Cc1ccc(O)cc1)C(=O)NN=Cc1ccccc1Cl (stereo not given),-23,-1,-15,-17,-32,nt,nt
CC(=O)C1=C(C)Nc2ncnn2C1c1ccccc1F (stereo not given),1,-1,3,-3,-1,-5,-1
Cc1noc(C)c1C(=O)N(C)C[C@H]1OCc2ccccc2-c2c(n(C)c3ccccc23)C(=O)N([C@@H](C)CO)C[C@H]1C,-6,-3,11,-4,14,-12,2

# Other entries
SMILES,EWS-Fli block,CASP6 VEID inh,LGR2 inh,DENV2 CPE rescue,PAX8 inh HTS,SIRT5 inh,ARNT-TACC3 inh
CCCn1c(=NC(=O)CS(=O)(=O)c2ccccc2)sc2cc(S(C)(=O)=O)ccc21,7,-5,14,-5,11,0,0
CC(=O)Nc1ccc(Nc2cc(-c3ccccc3)nc3ncnn23)cc1,6,5,-13,5,27,-1,-3
CCOc1ccc(S(=O)(=O)NCCC(=O)N(C)Cc2ccc(C)o2)cc1,-7,3,-5,7,15,-10,-2
CN1CCN(c2nc(-c3ccccc3)ncc2S(C)(=O)=O)CC1,12,-2,-26,0,2,-3,-2
Cc1ccc(NC(=O)CSc2nnc(CNC(=O)c3ccco3)o2)cc1Cl,1,1,0,-4,-6,-2,-5
CCCC#Cc1ccc2c(c1)O[C@@H](CN(C)C(=O)NC(C)C)[C@H](C)CN([C@@H](C)CO)S2(=O)=O,7,-2,-9,11,nt,-2,-4
